# AmpC inh detg = qHTS Inhibitors of AmpC Beta-Lactamase (assay with detergent); hit rate 0.041% among 370,000; Potency, µM (highest dose often 114 µM), without a hit: top-dose activity change, negative = inhibition, usual class: inhibitors; P00811; AmpC hydrolysis of nitrocefin, absorbance 480 nm, 0.01% Triton;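 note: potency is the fitted concentration of half-maximal effect; 0% = no-compound wells and -100% = no-enzyme wells; nearly all actives have a fitted effect of over 25% in size; some results filed as inactive show a strong effect at the top dose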
# Target sequence (P00811 whole entry, looked up): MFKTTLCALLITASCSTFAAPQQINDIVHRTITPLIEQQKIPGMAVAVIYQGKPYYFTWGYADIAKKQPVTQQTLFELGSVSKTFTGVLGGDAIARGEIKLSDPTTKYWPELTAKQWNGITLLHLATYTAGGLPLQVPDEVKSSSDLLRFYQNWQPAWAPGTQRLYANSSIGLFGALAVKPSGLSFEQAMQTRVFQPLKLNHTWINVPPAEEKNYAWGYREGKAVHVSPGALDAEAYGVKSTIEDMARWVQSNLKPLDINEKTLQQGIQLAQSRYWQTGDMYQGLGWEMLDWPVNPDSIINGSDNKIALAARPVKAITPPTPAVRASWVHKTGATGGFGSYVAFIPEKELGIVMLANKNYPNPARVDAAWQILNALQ
#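 AmpC (5.3 nM in the dispensed reagent) in 20 mM phosphate pH 7.0 with 0.01% (detergent screen) or 0.0001% Triton X-100 was preincubated with compounds for 15 min at room temperature. Nitrocefin was then added from an 800 uM solution, and hydrolysis was followed at 480 nm.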
# HCV inhibitor = qHTS Assay for Inhibitors of Hepatitis C Virus (HCV); Huh7.5.1 HCVcc-Cre infection, luciferase reporter, 44 h; hit rate 3.4% among 340,000; Potency, µM (titrated, usually from 41.8 µM), for inactives: top-dose activity change, negative = inhibition, hits mostly inhibitors; note: potency is the fitted concentration of half-maximal effect
#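 Cells seeded at 1,000/well and cultured 4 h, then compounds added followed by HCVcc-Cre virus (~0.5 moi). After 44 h further culture, luciferase substrate was added, plates held 15 min at room temperature, and luminescence read for 15 sec.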
# AmpC no deterg = qHTS Inhibitors of AmpC Beta-Lactamase (assay without detergent). P00811. AmpC nitrocefin hydrolysis, absorbance 480 nm, 0.0001% Triton. Potency, µM (highest dose often 57.1 µM), inactives show at the top dose activity change, negative = inhibition, actives largely listed as inhibitors. hit rate 0.52% among 330,000;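 note: potency is the fitted concentration of half-maximal effect; plate controls were no compound for no effect and no enzyme for full effect; nearly all actives have a fitted effect of over 20% in size; some results filed as inactive show a strong effect at the top dose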
#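 20 mM phosphate pH 7.0 + 0.01% (detergent screen) or 0.0001% Triton X-100; 5.3 nM AmpC reagent; cpd preinc 15 min RT; nitrocefin (800 uM stock) to start; A480 q20 s × 4 min; Activity was normalised to no-enzyme and no-compound control wells.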
# HCMV inh = qHTS Assay for inhibitors of the human cytomegalovirus (HCMV) | HFF cells, HCMV-luciferase reporter, 72 h; hits give low values | AID 1259415, 2018 | activity change, negative = inhibition, % at 57.5 µM | hit rate 4.5% among 410,000; in the data active = activity change below about -60%; inconclusive = no clear call, values can overlap the other calls; inactive = above about -39%
#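 After 16 h attachment at 37C, HFF cells received test compound and HCMV-luciferase (1 PFU/cell); reporter luminescence read 72 h later, data normalized against buffer-only and known inhibitor Salinomycin.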
# FBPA Giardia inh = qHTS Assay for Inhibitors of Fructose-1,6-bisphosphate Aldolase from Giardia Lamblia. A8B2U2. purified Giardia FBPA. Potency, µM (titrated, usually from 59.6 µM), inactives show top-dose activity, negative = inhibition, hits mostly inhibitors. hit rate 0.71% among 290,000; note: potency is the fitted concentration of half-maximal effect; nearly all actives have a fitted effect of over 55% in size
# Target sequence (A8B2U2 whole entry, looked up): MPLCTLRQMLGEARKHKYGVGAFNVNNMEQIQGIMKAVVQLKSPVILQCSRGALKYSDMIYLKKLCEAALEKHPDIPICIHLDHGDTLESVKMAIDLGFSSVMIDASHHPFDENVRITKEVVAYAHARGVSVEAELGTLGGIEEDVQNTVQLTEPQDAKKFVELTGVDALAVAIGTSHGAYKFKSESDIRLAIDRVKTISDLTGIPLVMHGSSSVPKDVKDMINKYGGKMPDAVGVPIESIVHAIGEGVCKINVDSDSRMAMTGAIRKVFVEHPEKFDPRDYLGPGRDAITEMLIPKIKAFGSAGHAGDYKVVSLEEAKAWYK
#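 Giardia FBPA (40 nM reagent) was preincubated 10 min at RT with compound (up to 57.5 uM final), then substrate plus GAPDH/TPI/NAD/arsenate coupling system with diaphorase/resazurin was added; resorufin fluorescence (525/598 nm) was read after 20 min.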
# Sm TGR block = qHTS Assay for the Inhibitors of Schistosoma Mansoni Peroxiredoxins; purified TGR, DTNB reduction, TNB absorbance 405 nm; Potency, µM (series often up to 114 µM), inactives show at the top dose activity change, negative = inhibition, actives largely listed as inhibitors; hit rate 3% among 360,000; AID 485364, 2010; note: potency is the fitted concentration of half-maximal effect; nearly all actives have a fitted effect of over 60% in size
#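 TGR 20 nM + NADPH 100 uM (dispensed conc.), cpd preinc 15 min RT; start with NADPH (500 uM addition) then DTNB (15 mM addition). Kinetic TNB absorbance, 405 nm filter. Four-parameter Hill fit across titration.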
# Active calls of the source: *; ? = inconclusive; . = not tested or not shown; & = joins results of further samples; ! = repeats disagree; [ ] = dose if it differs, or a comment. Unless noted, calls come from the whole dose curve; as a rule, active = well fitted curve in the direction sought with a large enough effect; inconclusive = small, poorly fitted or top-dose-only effect, or another doubt; inactive = no such curve, though single readings can be large; an effect the other way counts as inactive or inconclusive. Unless noted, % is set by controls: 0 for no effect and ±100 for the full control effect.
SMILES,AmpC inh detg,HCV inhibitor,AmpC no deterg,HCMV inh,FBPA Giardia inh,Sm TGR block
CCN(CC)S(=O)(=O)c1ccc(N2CC(C(=O)NCCc3c[nH]c4ccccc34)CC2=O)cc1 (stereo unspecified),-20%,-23%,0%,-19,.,-1%
Cn1c(=O)c2ncn(CC(=O)N=Nc3c(O)[nH]c4ccccc34)c2n(C)c1=O,?,.,-15%,.,4%,2%
c1cncc(-c2nc3ccccn3c2Nc2ccc3c(c2)OCCO3)c1,-9%,1%,85%,32,0%,-13%
c1nc(N2CCCCC2)c2[nH]cnc2n1,-13%,-2%,-8%,-71*,-8%,-12%
CCN1CCN(CCCNC(=O)c2ccc(/C=C3/Sc4ccccc4N(Cc4ccccc4F)C3=O)cc2)CC1,10%,11µM*,216%[activator],?,6%,-3%
COC(=O)c1sccc1NC(=O)c1ccc(OC)c([N+](=O)[O-])c1,?,-23%,-14%,-24,0%,11%
CCCn1c(N)c(C(=O)CSc2nnc(Cc3cccs3)n2C2CC2)c(=O)n(C)c1=O,1%,?,6%,?,.,-3%
CC(=O)c1ccc(-n2cc(C#N)c(=O)[nH]c2=O)cc1,?,23%,-18%,25,-17%,0%
O=C1Nc2ccccc2C1(c1ccccc1)c1ccccc1,2%,?,-33%,45,-4%,13%
CCOC(=O)C1C(=O)NC(N2CCc3ccccc32)=NC1c1ccccc1 (stereo unspecified),0%,9%,3%,27,2%,2%
COc1ccc(C2CC(=O)n3c(nc4ccccc43)S2)cc1OC (stereo unspecified),1%,7%,-15%,9,3%,0%
Cc1cccc2nc(CSc3nc4ccccc4o3)cn12,7%,-1%,-15%,-18,?,-2%

# Laid out differently: results already given
mol | AmpC inh detg | HCV inhibitor | AmpC no deterg | HCMV inh | FBPA Giardia inh | Sm TGR block
CCN1CCN(CCCNC(=O)c2ccc(/C=C3/Sc4ccccc4N(Cc4ccccc4F)C3=O)cc2)CC1 | 10% | 11µM* | 216%[activator] | ? | 6% | -3%
COC(=O)c1sccc1NC(=O)c1ccc(OC)c([N+](=O)[O-])c1 | ? | -23% | -14% | -24 | 0% | 11%
CCCn1c(N)c(C(=O)CSc2nnc(Cc3cccs3)n2C2CC2)c(=O)n(C)c1=O | 1% | ? | 6% | ? | . | -3%
CC(=O)c1ccc(-n2cc(C#N)c(=O)[nH]c2=O)cc1 | ? | 23% | -18% | 25 | -17% | 0%
O=C1Nc2ccccc2C1(c1ccccc1)c1ccccc1 | 2% | ? | -33% | 45 | -4% | 13%

# (more compounds)
SMILES,AmpC inh detg,HCV inhibitor,AmpC no deterg,HCMV inh,FBPA Giardia inh,Sm TGR block
O=C(COC(=O)[C@@H]1CCCN1C(=O)c1cccs1)NCCc1ccccc1,-1%,23%,30%,24,-2%,17%
COc1ccc(C(=O)NCC(=O)N/N=C/c2cccnc2)cc1,-10%,17%,-15%,-33,-2%,6%
CCOC(=O)C1=C(c2ccccc2)OC(N)=C(C#N)C1C1CCCCC1 (stereo unspecified),-4%,-17%,-35%,-1,-12%,-2%
O=C(Nc1ccccc1[N+](=O)[O-])c1ccc(S(=O)(=O)N2CCCC2)cc1,4%,-10%,-23%,?,.,1%
Cc1ccc(NC(=O)CCNS(=O)(=O)c2ccc3c(c2)CCC(=O)N3)cc1C,2%,22%,-16%,31,.,-12%
CCOC(=O)C1(Cc2ccccc2)CCN(Cc2cn(CC(=O)OC)c3ccccc23)CC1,3%,23%,99%[activator],?,1%,0%
Oc1ccc(Nc2nc(-c3ccc4ccccc4c3)cs2)cc1,?,.,-36%,-40,-25%,-9%
CCOC(=O)NC(=O)C(=CNc1ccccc1OC)C(=O)NC(=O)OCC,?,1%,-28%,20,7%,-8%
COc1ccc(NC(=O)CSc2nc3nc(C)cc(C)n3n2)cc1,5%&-8%,13%,-17%,-11&15,.,-4%&12%
Cc1ccc(C(=O)Nc2ccon2)cc1S(=O)(=O)N1CCCC1,-3%,14%,-17%,7,1%,4%
COc1ccc(CCN=C(N)NS(=O)(=O)c2cccs2)cc1,?,0%,-24%,?,9%,-1%
CCCn1c(N)c(N(CCOC)C(=O)c2ccccc2F)c(=O)[nH]c1=O,?,28%,176%[activator],-14,?,10%
C/C(=N\Nc1ccc(C(=O)O)cc1)c1nc2ccccc2n1C,?,8%,-10%,.,6%,8%
COc1ccc(Cl)cc1NC(=O)C1CCN(c2nnc(C)c3c(C)n(-c4ccccc4)nc23)CC1,25%,.,.,-31,.,50%[activator]
Cc1ccc(CC2CC(=O)N(c3cc(C)on3)C2=O)cc1 (stereo unspecified),?,-3%,-8%,2,3%,0%
O=C(Nc1ccccc1)N1CCN(C(=O)Nc2ccccc2)CC1,2%,.,-24%,.,4%,-3%
Fc1ccccc1N1CCN(c2nnc(C(F)(F)F)c3nnn(Cc4ccccc4)c23)CC1,1%,.,.,-33,.,0%
O=C1C2C3CCC(C3)C2C(=O)N1CNc1ccc(F)cc1 (stereo unspecified),-7%,9%,-11%,22,5%,0%
COc1cccc(NC(=O)CN(C)C(=O)c2cc(S(=O)(=O)N3CCCCC3)ccc2Cl)c1,-12%,?,-14%,4,.,3%
C[C@]1(C(=O)O)C=C[C@@H](Cc2ccccc2)N1C(=O)c1ccccc1,?,8%,-11%,-7,8%,-4%
CC12CCC(C(=O)Nc3ccccc3)(C(Br)C1=O)C2(C)C (stereo unspecified),?,14%,-8%,?,1%,5%
Cc1c(C(=O)OC2CCC(C)CC2)[nH]c2c1C(=O)CC(c1ccccc1Cl)C2 (stereo unspecified),13%,.,.,-28,.,12%
CCOC(=O)c1ccccc1NC(=O)CSc1nccn1Cc1ccco1,0%,.,.,?,.,?
Cn1c(=O)c2c(ncn2CC(=O)Nc2cccc(C(F)(F)F)c2)n(C)c1=O,14%,.,.,3,.,8%
CN1CCN(Cc2ccc(OC(F)(F)F)cc2)CC1,?,11%,2%,-3,-8%,0%
COc1cc(C(=O)Nc2nnc(S(=O)(=O)N3CCCCCC3)s2)cc(OC)c1OC,-1%,20%,-1%,-14,14%,-2%
COc1ccccc1C(=O)Nc1nnc(-c2ccccc2)s1,?,7%,119%[activator],100,-2%,4%
O=S1(=O)CCOCCN1Cc1ccccc1,-20%,8%,-7%,-23,5%,5%
Cc1cc(C(=O)NNC(=O)/C=C/c2ccc(F)cc2)c(C)o1,2%,-5%,-16%,-16,.,-21%
Cc1ccc(C(=O)NCCCN2CCOCC2)cc1Cl,-19%,15%,-8%,-5,13%,-15%
CC(C)Cn1nc(-c2ccccc2)c2ccccc2c1=O,-5%,5%,-35%,-3,1%,2%
N#Cc1cc(-c2cccc(Cl)c2)c[nH]c1=O,3%,-9%,-11%,1,1%,-4%
Cc1c(C(=O)Nc2ccc(C(F)(F)F)cc2)sc2ncn(CC(=O)N3CCN(c4ccccn4)CC3)c(=O)c12,-6%,?,0%,17,.,1%
COc1ccc2nc(SCC(=O)Nc3ccccc3)[nH]c2c1,10%,20%,-16%,-2,-9%,3%
Cc1c(C(=O)NCC(c2ccco2)N2CCCC2)oc2ccc(Cl)cc12 (stereo unspecified),-9%,?,113%[activator],0,-13%,-10%
CCC[C@@H]1CCCO[C@@](C(=O)NCc2cc(C)n(C)n2)(C(F)(F)F)C1,.,34%[activator],.,-2,4%,.

# Some entries already given with just AmpC inh detg.
SMILES | AmpC inh detg
C/C(=N\Nc1ccc(C(=O)O)cc1)c1nc2ccccc2n1C | ?
Cn1c(=O)c2ncn(CC(=O)N=Nc3c(O)[nH]c4ccccc34)c2n(C)c1=O | ?

# New compounds follow
SMILES,AmpC inh detg,HCV inhibitor,AmpC no deterg,HCMV inh,FBPA Giardia inh,Sm TGR block
S=C(Nc1ccc(Cl)cc1)N(CCCN1CCOCC1)Cc1cccs1,0%,3%,49%,-12,-1%,6%
Cc1cc(NC(=O)C2CC(=O)N(c3ccc(Cl)cc3)C2)no1 (stereo unspecified),5%,-3%,-22%,0,9%,3%
CCCN(C(=O)c1cc(S(=O)(=O)N2CCCCCC2)ccc1OC)C1CCS(=O)(=O)C1 (stereo unspecified),-8%,19%,-13%,-36,.,-5%
CC1CC(C)CN(c2ccc([N+](=O)[O-])cc2-c2nn[nH]n2)C1 (stereo unspecified),-5%,16%,-16%,-11,?,-6%
CSCCNC(=O)c1ccc2nc(C3CCCCC3)oc2c1,-16%,18%,2%,39,6%,0%
Cc1ccc(OCC(=O)Nc2ccc(O)c(-c3nc4ccccc4o3)c2)cc1,8%,6%,-16%,-76*,8%,14%
CC(=O)Cc1cc(=O)c2c(C)cc(O)c(C3OC(CO)C(O)C(O)C3O)c2o1 (stereo unspecified),1%,8%,-21%,7,?,-24%
CCC(C)(C)NC(=O)C(c1ccc(F)cc1)N(Cc1ccco1)C(=O)CCC(=O)Nc1ccccn1 (stereo unspecified),-9%,26%,44%,33,8%,0%
O=c1/c(=C/c2ccccc2)sc2nnc(-c3cccs3)n12,-11%,15%,-27%,63,-1%,3%
CC1CCN(S(=O)(=O)c2ccc(F)c(C(=O)O)c2)CC1,-15%,3%,-14%,-19,?,0%
Cc1ccc(C(C)C)c(OCC#CCN2CCOCC2)c1,?,10%,84%[activator],15,?,?
CCn1c(SCC(=O)N(C)CC(=O)Nc2cccc(OC)c2)nnc1-c1ccco1,-15%,9%,-7%,-24,.,-8%
O=C(O)c1ccc(N2CCCCS2(=O)=O)cc1,3%,13%,-5%,-16,-1%,3%
COc1ccc(Nc2nc(-c3sc(C)nc3C)cs2)c(OC)c1,-3%,?,111%[activator],-15,3%,8%
CCN(CC)CCNC(=O)c1cc(S(C)(=O)=O)ccc1OC,-8%,35µM*!,-14%,50,-4%,7%
O=C(COC(=O)C12CC3CC(CC(C3)C1)C2)NCCc1ccccc1,3%,8%,38%,15,3%,-12%
CCOC(=O)c1ccc(NC(=O)CN2CCN(Cc3ccccc3)CC2)cc1,-3%,-29%,47%,?,5%,-18%
COn1c(-c2ccccc2)nc2ncccc21,-4%,5%,-7%,.,-2%,-5%
COCCCNC1CS(=O)(=O)CC1O (stereo unspecified),?,-2%,-18%,-32,-4%,-7%
Cc1cc(C)c2c(=O)n(CC(=O)Nc3cccc(F)c3)sc2n1,79µM*,?,?,0,-21%,-36%
COc1ccc(OC)c(C(=O)NC(CC(N)=O)c2ccc(N3CCN(c4ccccc4)CC3)c([N+](=O)[O-])c2)c1 (stereo unspecified),-10%,-18%,186%[activator],-11,8%,6%
Cc1cc(C)cc(-n2ncc3c2CCCC3NC(=O)CN2CCCC2=O)c1 (stereo unspecified),-14%,3%,86%[activator],-23,.,2%
Cc1ccc(C)c(Nc2nc3c(S(=O)(=O)c4ccc(Br)cc4)nnn3c3ccsc23)c1,19%,.,.,-95*,.,-4%
COc1ccc(NP(=O)(Oc2cccc(C)c2)Oc2cccc(C)c2)cc1OC,-5%,-7%,-3%,18,-14%,1%
CC1CCCN(C(=O)c2ccc(Cl)c(S(=O)(=O)N3CCCCCC3)c2)C1 (stereo unspecified),6%,?,95%[activator],-9,.,0%
CCc1nnc(NC(=O)C=C(C)C)s1,2%,2%,-4%,105,0%,3%
